Screening data from PubChem.
GLP-1R agonist: agonists of human GLP-1 receptor; HEK293 GLP-1R CRE-luciferase, luminescence, 4-6 h; cells express a hypersensitive GLP-1R form; P43220; actives 0.007% (n = 380,000); Potency, µM (series often up to 45.6 µM), for inactives: at the highest dose activation, most hits filed as activators; also: potency is read from the fitted curve at half-maximal effect; % of control where 0% means no effect
Target sequence (P43220 whole entry, looked up): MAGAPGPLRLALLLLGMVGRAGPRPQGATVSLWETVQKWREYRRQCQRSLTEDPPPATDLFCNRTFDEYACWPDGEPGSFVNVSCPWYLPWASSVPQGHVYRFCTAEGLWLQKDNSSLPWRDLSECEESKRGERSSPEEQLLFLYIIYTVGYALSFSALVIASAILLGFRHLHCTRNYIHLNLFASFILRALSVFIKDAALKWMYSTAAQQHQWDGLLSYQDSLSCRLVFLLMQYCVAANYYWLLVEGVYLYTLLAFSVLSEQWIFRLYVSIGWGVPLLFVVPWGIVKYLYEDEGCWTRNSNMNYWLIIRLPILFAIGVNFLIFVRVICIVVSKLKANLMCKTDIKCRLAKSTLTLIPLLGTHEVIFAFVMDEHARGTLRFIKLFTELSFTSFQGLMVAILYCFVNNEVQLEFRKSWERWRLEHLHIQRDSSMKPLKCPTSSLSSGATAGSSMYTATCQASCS
HT1080 IDH1KD tx: HT-1080 IDH1 knockdown cell toxicity (counter line); AID 686971; Potency, µM (highest dose often 46.1 µM), for inactives: at the top dose activity, negative = toxicity, actives largely listed as cytotoxic; actives 2% (n = 360,000); HT-1080 IDH1 knockdown viability, ATP luminescence, 48 h;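 also: potency is read from the fitted curve at half-maximal effect; 0% = DMSO wells and -100% = cell-free medium wells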
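HT-1080-IDH1KD cells (IDH1 knocked down), 750/well in RPMI with 5% FBS, treated with compound 48 h at 37 degrees C. Viability by CellTiter-Glo luminescence, normalised to DMSO and no-cell wells; concentration-response curves classed.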
D3 ag: activates the human D3 dopamine receptor; AID 652048; max activation, %; D3R DiscoveRx beta-arrestin cells, luminescence, 90 min; actives 0.58% (n = 410,000); P35462; in the data active = max activation above about 30%; also: 0% is about no effect; mostly tested at two doses, the higher about 12 µM
Target sequence (P35462 whole entry, looked up): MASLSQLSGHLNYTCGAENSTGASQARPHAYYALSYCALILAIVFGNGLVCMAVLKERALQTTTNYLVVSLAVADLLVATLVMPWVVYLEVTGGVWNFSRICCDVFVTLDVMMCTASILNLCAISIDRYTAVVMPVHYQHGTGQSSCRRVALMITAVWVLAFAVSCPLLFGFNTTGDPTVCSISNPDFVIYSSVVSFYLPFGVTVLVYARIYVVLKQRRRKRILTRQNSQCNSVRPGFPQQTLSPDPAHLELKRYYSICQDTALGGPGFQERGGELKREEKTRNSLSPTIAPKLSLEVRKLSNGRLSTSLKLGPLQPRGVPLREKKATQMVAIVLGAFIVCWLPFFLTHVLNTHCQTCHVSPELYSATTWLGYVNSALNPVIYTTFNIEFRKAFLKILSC
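Agonist-mode cell screen: cells plated at 1500/well and incubated overnight at 37 °C, then exposed to library compounds for 90 min at 37 °C. Detection reagent was added for 30–60 min at room temperature, and luminescence was read.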
IL1B secr inh: blocks inflammasome-driven IL-1 beta release; THP-1 LPS/ATP IL-1B secretion, AlphaLISA, 16 h; hits give low values; actives 4.7% (n = 360,000); activity change, % at 57.5 µM; in the data active = activity change below about -50%; inconclusive = mostly about -30% to -49%; also: % is scaled to controls: 0 for no effect and ±100 for the full control effect
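THP-1 cells pretreated 1 hr with compounds (up to 57.5 uM final), then stimulated with LPS (250 ng/mL final) plus ATP (1.25 mM final); secreted IL-1B measured by AlphaLISA after 16 hr, decreased signal indicating inhibition.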
HT1080-NT tox: kills 2HG-producing HT-1080-NT fibrosarcoma cells | HT-1080-NT fibrosarcoma viability, CellTiter-Glo ATP luminescence, 48 h | actives 1.6% (n = 360,000) | Potency, µM (series often up to 46.1 µM), for inactives: at the top dose activity, negative = less viability, hits mostly cytotoxic;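 also: NT is the 2HG producing partner of a matched IDH1 knockdown line; potency is read from the fitted curve at half-maximal effect; 0% = DMSO-treated cells and -100% = media-only wells without cells; nearly all actives have a fitted effect of over 55% in size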
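Fibrosarcoma NT cells, 750 per well in 5% FBS RPMI, were exposed to compound for 48 hours. Viability: CellTiter-Glo luminescence.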
KB-V1 MDR tox: kills drug-selected multidrug resistant KB-V1 cells; KB-V1 MDR cells viability, CellTiter-Glo, 72 h; Potency, µM (doses to about 46.1 µM), for the others: top-dose activity change, negative = cytotoxicity, actives largely listed as cytotoxic; actives 3.4% (n = 400,000); AID 1347076; also: potency is read from the fitted curve at half-maximal effect; % is scaled to controls: 0 for no effect and ±100 for the full control effect; nearly all actives have a fitted effect of over 60% in size
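Following 72 h at 37 degrees C with compound, KB-V1 cell viability was read by CellTiter-Glo luminescence, medium being phenol-red-free DMEM plus 10% FBS; concentration-response parameters came from normalized, curve-fitted qHTS data.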
KB-3-1 cytotox: KB-3-1 parental cell cytotoxicity; KB-3-1 viability, CellTiter-Glo ATP luminescence, 72 h; Potency, µM (doses to about 46.1 µM), for inactives: at the top dose activity change, negative = cytotoxic, hits mostly cytotoxic; actives 1.4% (n = 400,000); AID 1347075; also: potency is read from the fitted curve at half-maximal effect; % is scaled to controls: 0 for no effect and ±100 for the full control effect; nearly all actives have a fitted effect of over 60% in size
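KB-3-1 parental drug-naive adenocarcinoma cells in DMEM/10% FBS, incubated 72 h at 37 C with pin-transferred compounds across a concentration series. Viability by CellTiter-Glo luminescence; concentration-response curves fitted after normalization.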
SW480 rereplic: induces DNA re-replication in SW480 colon adenocarcinoma cells; SW480 DNA re-replication, Hoechst DNA content imaging, 48 h; Potency, µM (titrated, usually from 46.1 µM), without a hit: at the highest dose re-replication activation, most hits filed as activators; actives 1.8% (n = 340,000); also: potency is read from the fitted curve at half-maximal effect; % of control where 0% means no effect; nearly all actives have a fitted effect of over 55% in size
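Readout is total intensity of Hoechst-stained nuclei, excited at 405 nm and collected at 500-530 nm. Compound treatment lasted 48 hr at 37 C in 5% CO2 before staining.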
DRD3 antagonist: D3 dopamine receptor (human) antagonism | P35462 | max response, negative = inhibition, % | actives 2.5% (n = 360,000) | D3R cells, DiscoveRx beta-arrestin luminescence, antagonist mode; hits give low values; in the data active = max response below about -50%; inconclusive = no clear call, values can overlap the other calls; also: % is scaled to controls: 0 for no effect and ±100 for the full control effect; mostly tested at two doses, the higher about 12 µM
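Cells plated overnight at 1500 cells/well, then exposed to library compounds with dopamine controls for 90 minutes at 37 degrees C. DiscoveRx reagent added for 30–60 minutes at room temperature; luminescence read, quantitative HTS format.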
An asterisk follows results filed as active; & = joins results of further samples; [ ] = another dose, or the depositor's remark. Unless noted, calls follow the shape of the dose curve; as a rule, active = well fitted curve in the direction sought with a large enough effect; inconclusive = small, poorly fitted or top-dose-only effect, or another doubt; inactive = no such curve, though single readings can be large; an effect the other way counts as inactive or inconclusive.

How did COc1ccc(NC(=O)c2sc(N)nc2-c2ccccc2)cc1 do in these assays?
GLP-1R agonist: 10%; HT1080 IDH1KD tx: -6%; D3 ag: -2; IL1B secr inh: 0; HT1080-NT tox: -12%; KB-V1 MDR tox: -2%; KB-3-1 cytotox: -14%; SW480 rereplic: -155%[1.84 µM]; DRD3 antagonist: 8

What do the screens show for `CC1Cc2ccccc2N1C(=O)COC(=O)Cc1ccc(F)cc1` (configuration not stated)?
GLP-1R agonist: -2%; HT1080 IDH1KD tx: 2%; D3 ag: -16; IL1B secr inh: -6; HT1080-NT tox: 2%; KB-V1 MDR tox: 4%; KB-3-1 cytotox: 1%; SW480 rereplic: -10%; DRD3 antagonist: 1

What do the screens show for `CCN(CC)S(=O)(=O)c1ccc(Cl)c(NC(=O)COc2ccc(OC)cc2[N+](=O)[O-])c1`?
GLP-1R agonist: -6%; HT1080 IDH1KD tx: -14%; D3 ag: 7; IL1B secr inh: 12; HT1080-NT tox: -12%; KB-V1 MDR tox: 2%; KB-3-1 cytotox: 2%; SW480 rereplic: -4%; DRD3 antagonist: 42

Results for COCCOC(=O)c1sc(=S)n(CCOC)c1N ?
GLP-1R agonist: 2%; HT1080 IDH1KD tx: inconclusive; D3 ag: -5; IL1B secr inh: 11; HT1080-NT tox: -28%; KB-V1 MDR tox: 3%; KB-3-1 cytotox: 2%; SW480 rereplic: inconclusive; DRD3 antagonist: -19

How did Cc1ccc(C(=O)Nc2cccc(C(F)(F)F)c2)cc1NC(=O)c1csc(-c2ccncc2)n1 do in these assays?
GLP-1R agonist: -5%&0%; HT1080 IDH1KD tx: -19%&0%; D3 ag: 0&13; IL1B secr inh: 26&-3; HT1080-NT tox: -11%&-3%; KB-V1 MDR tox: -2%&17%; KB-3-1 cytotox: -15%&-4%; SW480 rereplic: 3%; DRD3 antagonist: 4&73

Results for CC(C)CCNC(=O)C1CCN(S(=O)(=O)c2ccc3c(c2)CC(C)N3C(=O)C2CCC2)CC1 (configuration not stated) ?
GLP-1R agonist: 6%; HT1080 IDH1KD tx: -16%; D3 ag: 4; IL1B secr inh: inconclusive; HT1080-NT tox: -11%; KB-V1 MDR tox: -14%; KB-3-1 cytotox: -7%; SW480 rereplic: 10%; DRD3 antagonist: -1

What do the screens show for `Cc1cc(SCC(=O)OCC(=O)N(C)C2CCS(=O)(=O)C2)c(C)cc1Br` (configuration not stated)?
GLP-1R agonist: 7%; HT1080 IDH1KD tx: -8%; D3 ag: 3; IL1B secr inh: 8; HT1080-NT tox: -2%; KB-V1 MDR tox: -1%; KB-3-1 cytotox: -1%; SW480 rereplic: -1%; DRD3 antagonist: 4

How did CCOC(=S)N/C(=N\S(=O)(=O)c1ccccc1)c1ccccc1 do in these assays?
GLP-1R agonist: 2%; HT1080 IDH1KD tx: 19%; D3 ag: -5; IL1B secr inh: 2; HT1080-NT tox: 22%; KB-V1 MDR tox: 9%; KB-3-1 cytotox: 19%; SW480 rereplic: -2%; DRD3 antagonist: -9

What do the screens show for `CCOC(=O)c1ccc(N2C(=O)C(O)=C(C(C)=O)C2c2ccccc2)cc1` (configuration not stated)?
GLP-1R agonist: -18%; HT1080 IDH1KD tx: -1%; D3 ag: -3; IL1B secr inh: 4; HT1080-NT tox: 1%; KB-V1 MDR tox: 0%; KB-3-1 cytotox: 4%; SW480 rereplic: 2%; DRD3 antagonist: 17

Results for COc1cc(-c2c(C#N)c(N)nc3c2CCCC3)ccc1O ?
GLP-1R agonist: 11%; HT1080 IDH1KD tx: -9%; D3 ag: 5; IL1B secr inh: 27; HT1080-NT tox: -2%; KB-V1 MDR tox: -20%; KB-3-1 cytotox: 1%; SW480 rereplic: 4%; DRD3 antagonist: 14

What do the screens show for `CCNC(=O)c1sc(=S)n(CC)c1N`?
GLP-1R agonist: 0%; HT1080 IDH1KD tx: 19%; D3 ag: -4; IL1B secr inh: 12; HT1080-NT tox: 20%; KB-V1 MDR tox: 14%; KB-3-1 cytotox: 0%; SW480 rereplic: -6%; DRD3 antagonist: 6

How did O=C(NCCc1ccc(Cl)cc1)Nc1ccc(Cl)cc1 do in these assays?
GLP-1R agonist: -4%; HT1080 IDH1KD tx: 10%; D3 ag: -18; IL1B secr inh: 13; HT1080-NT tox: -1%; KB-V1 MDR tox: -2%; KB-3-1 cytotox: 2%; SW480 rereplic: -16%; DRD3 antagonist: -3

What do the screens show for `O=C(Nc1ccccc1Br)c1cccc2ccccc12`?
GLP-1R agonist: 3%; HT1080 IDH1KD tx: 13%; D3 ag: 1; IL1B secr inh: 7; HT1080-NT tox: 10%; KB-V1 MDR tox: 4%; KB-3-1 cytotox: 12%; SW480 rereplic: 0%; DRD3 antagonist: 1

How did Cc1cccc(N=C2NN=C(c3ccc4c(c3)OCCO4)CS2)c1 do in these assays?
GLP-1R agonist: 0%; HT1080 IDH1KD tx: inconclusive; D3 ag: 10; IL1B secr inh: -3; HT1080-NT tox: inconclusive; KB-V1 MDR tox: 5%; KB-3-1 cytotox: -2%; SW480 rereplic: inconclusive; DRD3 antagonist: -12

Results for Cc1cc(Cl)ccc1NC(=O)CN(C)C1=NS(=O)(=O)c2ccccc21 ?
GLP-1R agonist: 2%; HT1080 IDH1KD tx: -1%; D3 ag: 7; IL1B secr inh: 12; HT1080-NT tox: 1%; KB-V1 MDR tox: 0%; KB-3-1 cytotox: 19%; SW480 rereplic: -11%; DRD3 antagonist: 3

Results for CC1CCN(C(=O)C(C)c2ccc([N+](=O)[O-])cc2)CC1 (configuration not stated) ?
GLP-1R agonist: 4%; HT1080 IDH1KD tx: 0%; D3 ag: 3; IL1B secr inh: 0; HT1080-NT tox: 18%; KB-V1 MDR tox: -3%; KB-3-1 cytotox: 0%; SW480 rereplic: -30%; DRD3 antagonist: 3

What do the screens show for `O=C(CN1CCC(NC(=O)c2ccco2)CC1)Nc1cccc2ccccc12`?
GLP-1R agonist: 6%; HT1080 IDH1KD tx: 2%[9.24 µM]; D3 ag: -15; IL1B secr inh: -22; HT1080-NT tox: -1%; KB-V1 MDR tox: inconclusive; KB-3-1 cytotox: 29%; SW480 rereplic: -2%; DRD3 antagonist: -3

How did Nc1n[nH]c(N)c1N=Nc1cccc(C(F)(F)F)c1 do in these assays?
GLP-1R agonist: 1%; HT1080 IDH1KD tx: -3%; D3 ag: 5; IL1B secr inh: -26; HT1080-NT tox: -8%; KB-V1 MDR tox: inconclusive; KB-3-1 cytotox: inconclusive; SW480 rereplic: -1%; DRD3 antagonist: 1

Results for COc1cc(OC)c(C(=O)Nc2ccc(N(C)C)cc2)cc1OC ?
GLP-1R agonist: 1%; HT1080 IDH1KD tx: 7%; D3 ag: -3; IL1B secr inh: -25; HT1080-NT tox: 15%; KB-V1 MDR tox: -29%; KB-3-1 cytotox: 4%; SW480 rereplic: -17%; DRD3 antagonist: -19

What do the screens show for `CCOc1ccccc1N1CN(Cc2ccccc2)CNC1=S`?
GLP-1R agonist: 13%; HT1080 IDH1KD tx: 9%; D3 ag: -7; IL1B secr inh: -7; HT1080-NT tox: 1%; KB-V1 MDR tox: -16%; KB-3-1 cytotox: 10%; SW480 rereplic: -16%; DRD3 antagonist: 6

Results for C=CCn1c(SCC(=O)Nc2ccccc2F)nnc1C(C)NC(=O)c1ccccc1F (configuration not stated) ?
GLP-1R agonist: -13%; HT1080 IDH1KD tx: 9%; D3 ag: 1; IL1B secr inh: inactive; HT1080-NT tox: 13%; KB-V1 MDR tox: -39%; KB-3-1 cytotox: 7%; SW480 rereplic: -7%; DRD3 antagonist: -3

How did Cc1ccc(-c2cn3cccnc3n2)cc1NC(=O)c1cccs1 do in these assays?
GLP-1R agonist: 8%; HT1080 IDH1KD tx: 16%; D3 ag: 6; IL1B secr inh: 0; HT1080-NT tox: 18%; KB-V1 MDR tox: -1%; KB-3-1 cytotox: 28%; DRD3 antagonist: -3

What do the screens show for `O=C(O)c1ccccc1C(=O)NCCc1c(C(=O)O)[nH]c2ccc(F)cc12`?
GLP-1R agonist: 0%; HT1080 IDH1KD tx: 14%; D3 ag: -17; IL1B secr inh: 26; HT1080-NT tox: 3%; KB-V1 MDR tox: 24%; KB-3-1 cytotox: 1%; SW480 rereplic: -3%; DRD3 antagonist: -15

How did CC(COc1cccc2ccccc12)CN1CCN(C)CC1 (configuration not stated) do in these assays?
GLP-1R agonist: 0%; HT1080 IDH1KD tx: inconclusive; D3 ag: -58; IL1B secr inh: -14; HT1080-NT tox: inconclusive; KB-V1 MDR tox: -15%; KB-3-1 cytotox: 1%; SW480 rereplic: 8%; DRD3 antagonist: inconclusive

Results for O=C(Nc1ccccc1-c1nnn(CC(=O)N2CCCc3ccccc32)n1)c1ccc(Cl)cc1 ?
GLP-1R agonist: -3%; HT1080 IDH1KD tx: 16%; D3 ag: 9; IL1B secr inh: 9; HT1080-NT tox: 17%; KB-V1 MDR tox: -8%; KB-3-1 cytotox: -5%; SW480 rereplic: 19%; DRD3 antagonist: 31

How did O=C(CCn1c(=O)oc2ccccc21)NCCCN1CCOCC1 do in these assays?
GLP-1R agonist: 7%; HT1080 IDH1KD tx: -2%; D3 ag: 2; IL1B secr inh: 6; HT1080-NT tox: 5%; KB-V1 MDR tox: inconclusive; KB-3-1 cytotox: -10%; SW480 rereplic: -10%; DRD3 antagonist: 11

Results for Cc1ccc(S(=O)(=O)N2CC=C(N)N2)cc1 ?
GLP-1R agonist: -1%; HT1080 IDH1KD tx: 18%; D3 ag: -6; IL1B secr inh: -3; HT1080-NT tox: 9%; KB-V1 MDR tox: 0%; KB-3-1 cytotox: -3%; SW480 rereplic: -5%; DRD3 antagonist: 6
